DENV2 CPE rescue: inhibitors of DENV2 cytopathic effect, primary screen, cell-based, plate reader, single concentration. DENV2-infected cells, cytopathic effect rescue. AID 651640, 2012. actives 1.7% (n = 350,000). CPE inhibition, % at 9.99 µM; in the data active = CPE inhibition above about 20%, passing the limit was not always enough; inconclusive = no clear call, values can overlap the other calls; tested in BHK-21 cells;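 note: 0% = median of neutral control wells and 100% = median of positive control wells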
E-selectin induc: E-selectin induction in HUVECs, primary screen, imaging, HUVEC, immunofluorescence imaging, single point; normalized: neutral wells 0, TNF-alpha wells 100; actives 0.37% (n = 260,000); activation, % at 7.58 µM;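 active = mean E-selectin-positive cell signal at least 10% of the positive control, reached in at least 60% of replicates, without over 20% cell loss; inconclusive = no rule given, readout overlaps actives, possibly toxicity-flagged; inactive = the rest, including those meeting only one limit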;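 note: in these data hits start at about 27%; measured in HUVEC primary endothelial cells; signal is the percent of cells scored E-selectin positive by PE staining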
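System: HUVEC, human umbilical vein endothelial cells; quantity: 3,000 cells/well; buffer or medium: EGM-2 medium, gelatin-coated wells; dosing: single-point compound dose; detection: immunofluorescence imaging; evaluation: % PE-positive cells; benchmarks: TNF-alpha, DMSO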
RAD54 branch: inhibitors of human RAD54 branch migration, primary screen, biochemical, fluorescence, single point; DNA repair and recombination protein RAD54-like (Homo sapiens), Q92698; RAD54 Holliday junction branch migration, FAM/BHQ fluorescence; inhibition, % at 10.4 µM; actives 0.14% (n = 360,000);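 active = mean normalized replicate activity at least 40 and at least half of replicates scoring 40 or more; inconclusive = only one of the two criteria met; inactive = mean below 40 and under half of replicates reaching 40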;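 note: 0% = median of neutral control wells and 100% = median of positive control wells; inhibitors cause a drop in the FAM fluorescence signal; in these data hits start at about 50%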
F508del corr: F508del CFTR correction, initial screen, CFBE line, single point | CFBE cells, YFP halide quenching; stimulated with forskolin plus potentiator P3; % fluorescence drop versus neutral controls | activity (quench increase), % at 7.58 µM | actives 0.36% (n = 350,000) | AID 720511, 2013;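 active = mean added fluorescence quench of at least 8% versus neutral control, with both replicates also reaching 8%; inconclusive = only one of the mean or replicate conditions met; inactive = mean below 8% and not both replicates reaching 8%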;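 note: cells transiently co-express mutant CFTR-F508del with the halide-sensitive YFP; corrector assay measuring rescue of mutant channel to the surface after 24 h compound exposure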
XiGFP reactiv: activators of inactive X chromosome reactivation, primary screen, imaging, XiGFP fibroblasts, GFP high-content imaging, set 2; activation, % at 7.58 µM; actives 0.055% (n = 360,000); XiGFP mouse fibroblasts, % GFP-positive cells imaging, 3 d; cells co-treated with 5-aza-dC sensitizer; scaled so ellipticine positive control = 100%;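 active = mean normalized replicate activation at least 10% and every replicate at or above 10%; inconclusive = only one of the two criteria met; inactive = mean below 10% and not all replicates reach 10%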;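 note: 0% = median of on-plate neutral control wells and 100% = ellipticine 6 µM median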
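material = 68-5-11 XiGFP fibroblast line | medium = DMEM plus 5-aza-dC sensitizer | schedule = 3 days compound exposure | benchmarks = positive control ellipticine, 6 µM final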
GSIS activator: GLuc luminescence reporter in INS-1E cells, primary screen for activators of glucose-dependent secretion of insulin. INS-1E GLuc reporter insulin secretion, 2-3 h. actives 0.61% (n = 370,000). activation, % at 16.6 µM;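 active = lowest replicate activation of at least 40%, so every replicate reaches that level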;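 note: 0% = median of neutral control wells and 100% = median of IBMX positive control wells; some compounds called inactive have numbers as strong as hits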
Casp6 inh: human caspase-6 inhibitors, primary screen, biochemical, VEID-R110 fluorescence, single point, set 2; purified caspase-6, Z-VEID-R110 cleavage fluorescence; inhibition, % at 12.5 µM; actives 0.53% (n = 350,000); AID 686996, 2013;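 active = mean inhibition across replicates at least about 35%, with every replicate also reaching that limit, limit read from the data; inconclusive = only one of the two criteria met; inactive = neither criterion met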;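 note: 0% = median of neutral control wells and 100% = no fluorescence left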
Target sequence (P55212 24-179 limits assumed): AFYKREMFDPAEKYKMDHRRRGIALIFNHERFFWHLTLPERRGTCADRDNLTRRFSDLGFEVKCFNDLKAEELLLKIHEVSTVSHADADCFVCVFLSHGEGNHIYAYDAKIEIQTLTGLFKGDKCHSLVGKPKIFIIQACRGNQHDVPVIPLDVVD
Target sequence (P55212 194-293 limits assumed): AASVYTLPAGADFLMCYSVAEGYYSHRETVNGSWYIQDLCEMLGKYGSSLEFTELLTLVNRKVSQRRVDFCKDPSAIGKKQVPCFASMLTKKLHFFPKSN
RAD52 inh: RAD52 DNA annealing inhibitors, primary screen, biochemical, FRET, single point, set 2. inhibition, % at 18.7 µM. actives 0.46% (n = 360,000). recombinant RAD52 DNA annealing, FRET fluorescence;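 active = every replicate showing at least 50% inhibition; inconclusive = mean inhibition at least 50% but not in every replicate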
Target sequence (P43351 whole entry, looked up): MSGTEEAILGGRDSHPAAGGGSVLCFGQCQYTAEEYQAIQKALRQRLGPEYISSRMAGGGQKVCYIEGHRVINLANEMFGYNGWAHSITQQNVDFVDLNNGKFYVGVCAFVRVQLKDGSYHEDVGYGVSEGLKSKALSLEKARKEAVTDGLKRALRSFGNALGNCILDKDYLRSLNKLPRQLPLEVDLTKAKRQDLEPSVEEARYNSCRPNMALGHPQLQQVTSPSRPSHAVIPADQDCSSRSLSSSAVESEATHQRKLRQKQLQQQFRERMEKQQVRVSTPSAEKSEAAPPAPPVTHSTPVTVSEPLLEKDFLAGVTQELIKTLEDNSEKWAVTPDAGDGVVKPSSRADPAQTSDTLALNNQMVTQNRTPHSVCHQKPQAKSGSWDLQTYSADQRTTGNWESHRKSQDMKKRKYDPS
Starred values were filed as active, the others as inactive; u = inconclusive; x = no result given.

SMILES	RAD52 inh	GSIS activator	E-selectin induc	Casp6 inh	XiGFP reactiv	DENV2 CPE rescue	F508del corr	RAD54 branch
Nc1ccccc1SCC(=O)Nc1cccc2ccccc12	-13.2	x	0.8	3.2	0.2	-2.9	-2.1	1.5
C/C=C/c1ccc([C@H]2[C@H](CO)N[C@H]2CN(CC(C)C)C(=O)c2ccccn2)cc1	-15.9	3.4	-0.2	x	0.0	19.3	-3.0	2.2
COc1ccccc1C(=O)Nc1ccnn1C1CCN(Cc2csc(C(C)=O)c2)CC1	-20.8	-3.9	x	0.3	0.1	3.1	-0.4	-3.5
COc1ccc(NC(=O)N(C)C[C@@H]2OCc3ccccc3-c3ccccc3C(=O)N([C@@H](C)CO)C[C@@H]2C)c(OC)c1	0.4	-2.7	-0.1	-5.0	-0.1	2.1	-1.0	8.7
CC(C)CC#Cc1ccc2c(c1)O[C@H](CN(C)S(=O)(=O)c1ccc(F)cc1)[C@@H](C)CN([C@@H](C)CO)S2(=O)=O	10.1	-17.6	-1.6	-1.3	-0.9	-1.4	1.3	-10.4
COc1ccc(-c2ccc3n(c2=O)C[C@@H]2[C@@H](CO)[C@H](C(=O)NC4Cc5ccccc5C4)N[C@H]32)cc1	-7.1	-2.2	-0.2	-0.6	0.2	17.4	-5.4	-8.6
O=C(Nc1ccccc1F)c1ccc(CSc2ncccn2)cc1	-6.8	2.0	x	5.9	0.0	-2.2	2.4	-1.6
CC=Cc1ccc2n(c1=O)C[C@@H]1[C@@H](CO)[C@H](C(=O)N(C)C)N(CC3CCCC3)[C@H]21 (mixture of isomers)	-28.2	9.5	0.0	-0.2	0.1	17.4	-1.8	x
Nc1cccc(-c2cc3ccccc3oc2=O)c1	-56.6	4.3	x	2.7	-0.1	-5.1	2.0	-6.2
COC(=O)[C@H](C)NC(=O)NCc1ccc(F)cc1	-2.4	6.0	x	0.5	x	4.8	-1.2	-8.5
C=CCn1c(SCC(=O)NC(=O)Cc2ccccc2)nnc1-c1ccccc1F	-4.7	-6.6	-0.3	-1.2	-0.1	-4.2	1.4	-12.0
CN(C)c1cc(-c2cccc([N+](=O)[O-])c2)oc(=O)c1Cl	-9.7	-0.5	x	-1.6	0.0	-5.2	1.8	x
C[C@@H]1CN([C@H](C)CO)C(=O)c2cc(-c3cccnc3)cnc2O[C@H]1CN(C)Cc1ccccc1	x	9.7	-0.2	x	0.0	x	0.0	x
O=C(/C=C/Sc1ncn[nH]1)c1ccc(Cl)cc1	-6.2	33.6	x	5.4	x	-4.2	-6.4	3.4
Cc1onc(-c2c(Cl)cccc2Cl)c1C(=O)N=C(N)N1CC(C)OC(C)C1 (stereo not given)	-11.2	-11.3	0.1	-1.9	0.0	0.6	-0.2	-9.8
CC(=O)C1=C(O)C(=O)N(c2ccc(C(=O)O)cc2)C1c1ccc([N+](=O)[O-])cc1 (stereo not given)	-12.3	13.1	x	1.3	0.0	-0.2	-2.0	-1.3
Cc1ccc(CN2C(=O)CCC2C(=O)NCc2ccccc2Cl)cc1 (stereo not given)	12.0	12.7	0.7	-0.3	-0.1	2.1	-1.5	x
COc1ccc(S(=O)(=O)N2CCOCC2)cc1C(=O)N1CCCC1	4.5	4.8	0.2	-1.2	0.0	3.4	-2.2	-15.5
Cc1ccc(-c2nc3c4ccccc4ccn3c2CN2CCCCC2)cc1	20.1	10.4	3.6	8.1	0.0	-4.7	1.5	-10.7
CC[C@@]1(C(=O)OC)N[C@H](CN(C)S(=O)(=O)c2ccc(F)cc2)[C@@H]2C(=O)N(C)C(=O)[C@@H]21	-0.2	13.2	x	-1.5	0.2	1.5	0.6	-10.3
Cc1noc(C)c1C(=O)OC(C)C(=O)c1ccc(C(C)(C)C)cc1 (stereo not given)	-32.4	-3.0	-0.1	0.3	0.2	12.8	1.8	3.1
O=C(Cn1nc(-c2ccccc2)c2ccccc2c1=O)Nc1ccc(O)cc1	-19.0	27.9	2.0	-1.9	0.1	-2.5	-0.9	-2.4
O=C(CCC(=O)c1ccc(F)cc1)Nc1cccc(Br)c1	-33.4	-2.4	0.1	-5.2	0.0	-0.1	2.1	-2.7
CCOc1ccc(S(=O)(=O)N2CCC(C(=O)Nc3ccc(C)c(S(=O)(=O)N4CCOCC4)c3)CC2)cc1	-2.2	-9.9	-0.4	1.7	-0.1	4.1	-0.4	-9.7
CCC(=O)Nc1nc(C)c(C(=O)N2CCCCC2)s1	5.5	0.1	x	4.5	x	-5.5	1.6	-2.8
O=C(O)c1ccc(Oc2ccccc2)o1	3.0	9.9	x	2.4	0.2	3.5	2.9	x
Cc1cc(NC(=O)CC(C)(C)C)nc2c1c(=O)oc1ccccc12	-33.7	-3.6	x	0.3	x	-13.2	0.5	-1.9
COc1ccc(N2CCN(S(=O)(=O)CCNC(=O)C3CC(=O)N(c4ccccc4)C3)CC2)cc1 (stereo not given)	-5.9	0.5	1.0	0.0	0.3	13.8	0.9	-6.6
Cc1ccc(NC(=O)CSc2ccc(-c3ccccn3)nn2)cc1F	-6.2	0.7	-0.8	1.3	0.0	1.3	-3.1	-2.8
Cc1nc(NCCc2ccccc2)sc1C(=O)N(C)C	-10.6	16.4	x	-4.0	0.3	17.4	-0.7	-2.9

Overlap with the part before: 2 entries, then new ones.
SMILES	RAD52 inh	GSIS activator	E-selectin induc	Casp6 inh	XiGFP reactiv	DENV2 CPE rescue	F508del corr	RAD54 branch
Cc1ccc(NC(=O)CSc2ccc(-c3ccccn3)nn2)cc1F	-6.2	0.7	-0.8	1.3	0.0	1.3	-3.1	-2.8
Cc1nc(NCCc2ccccc2)sc1C(=O)N(C)C	-10.6	16.4	x	-4.0	0.3	17.4	-0.7	-2.9
O=C(c1ccc(OC2CCN(Cc3cccc(F)c3)CC2)cc1)N1CCCCC1	-2.8	-9.8	x	-1.9	0.3	15.7	4.6	6.6
O=C(Nc1cccc(-c2nc3ncccc3o2)c1)c1ccc2c(c1)OCO2	-5.8	-6.6	x	0.8	0.1	16.4	1.7	-9.0
Cc1ccc(NC(=O)c2ccc3ccccc3n2)cc1S(=O)(=O)N(C)C	-1.2	3.8	0.8	0.1	-0.2	-2.0	-1.5	-10.5
CSc1ccccc1C(=O)OCC(=O)NCCN1C(=O)CSC1=O	-14.9	-6.0	x	3.0	0.0	18.4	0.3	-1.1
COc1ccc2c3c([nH]c2c1)[C@@H](CO)N(Cc1ccccc1F)CC31CCN(CC2CC2)CC1	5.0	-8.2	0.0	0.0	0.0	u	-5.8	x
C[C@@H]1CCCCO[C@@H](CN(C)S(=O)(=O)c2ccc(Cl)cc2)[C@H](C)CN([C@@H](C)CO)C(=O)c2cc(NC(=O)Cc3ccccc3)ccc2O1	3.9	2.5	0.0	3.2	0.7	8.3	2.2	-1.7
CCCCCCCCN1C(=O)[C@H](CC(=O)N2CCSCC2)C[C@@]2(C(=O)OC)CC(C)(C)CC=C12	2.4	x	-0.3	1.8	-0.1	u	1.9	x
CCOc1ccc(CN2CCNC(=O)C2CC(=O)NC2CCOCC2)cc1 (stereo not given)	-18.4	-3.5	x	-1.8	0.0	1.5	2.4	-0.2
C[C@@H]1CN([C@H](C)CO)C(=O)c2cc(C#Cc3ccccc3F)cnc2O[C@@H]1CN(C)C(=O)Cc1ccccc1	5.5	7.5	0.0	-1.2	0.0	1.8	4.4	0.8
O=C(Cc1ccncc1)NCC[C@@H]1CC[C@@H](NC(=O)Nc2ccc(F)cc2)[C@H](CO)O1	-16.8	-13.9	-0.6	-1.2	-0.1	-3.8	1.6	-7.1
CC1CCCN(c2nc3c(c(=O)[nH]c(=O)n3C)n2Cc2ccccc2Cl)C1 (stereo not given)	-1.6	14.9	-0.3	5.1	0.0	2.8	1.8	5.5
CCCCN(C=O)c1c(CC)nc2ccc(C(=O)NCc3cccs3)cn12	3.5	7.0	-0.1	-2.3	0.0	-0.3	-4.7	-5.8
CCC(=O)Nc1ccc2oc(-c3cccnc3)nc2c1	-17.9	-3.7	x	2.9	0.1	-1.6	0.3	4.1
O=C(Nc1cccc2ccccc12)c1ccccc1NS(=O)(=O)c1cccc2cccnc12	-7.3	1.6	x	1.5	0.0	-16.2	1.7	5.0
CCOC(=O)/C=C/C(=O)Nc1ccc(S(=O)(=O)N(C)c2ccccc2)cc1	-37.8	-4.2	-0.2	4.5	0.1	-5.1	1.0	x
O=C(N/C(=C/c1ccc(Br)cc1)C(=O)N1CCOCC1)c1cccs1	-10.0	-1.2	-0.3	-1.9	0.0	3.7	3.2	x
COc1ccc(NC(=O)COC(=O)CC2Sc3ccccc3NC2=O)cc1 (stereo not given)	-13.5	-22.1	x	6.5	0.0	-4.4	3.7	-0.1
CN(C)c1ccc(/C=C2\C(=N)N3N=C(CC(=O)N4CCCCC4)SC3=NC2=O)cc1	-153.1	-5.5	x	x	0.3	17.1	-0.9	-47.7
Cc1ccccc1NC(=O)c1c(C)[nH]c(=S)c(C#N)c1-c1ccc(Cl)cc1	-18.0	-1.6	0.2	0.9	u	-3.6	-0.2	-2.6
Cc1c(-c2ccccc2)[n+](=O)c(-c2ccc(Br)cc2)c(C)n1[O-]	-8.3	0.8	0.7	-1.8	0.2	4.3	0.5	-3.1
C=CCNCC(O)COc1ccc(C(C)=O)cc1OC (stereo not given)	7.4	14.1	x	-19.5	0.1	0.0	-2.0	x
Cc1ccc(S(=O)(=O)Nc2ccc3c(c2)C(=O)N([C@H](C)CO)C[C@H](C)[C@H](CN(C)S(C)(=O)=O)OCCCC[C@H](C)O3)cc1	5.4	-2.2	-0.2	0.5	0.0	17.9	-1.0	-1.9
O=C(OCC(=O)N1CCc2ccccc21)c1ccc(Br)o1	-15.2	-3.4	0.2	0.8	0.4	0.5	-0.4	9.1
Cc1ccc(N(Cc2ccccc2)C(=O)c2ccc(F)c(S(=O)(=O)N3CCOCC3)c2)cc1	-19.4	-10.5	0.0	0.5	0.0	13.6	3.6	-4.1
C=CCNc1nc2ccccc2nc1NS(=O)(=O)c1ccc(Br)cc1	-15.2	-2.0	0.2	1.0	-0.1	12.0	1.4	0.4
CC1(C)COC(Cc2ccccc2)=N1	-4.9	x	-0.8	-0.5	-0.1	u	-0.6	-8.0
O=C(Cc1ccccc1)N1C[C@H]2[C@@H](c3ccccc31)[C@@H](CO)N2C(=O)c1ccc(F)cc1	-1.7	8.6	0.0	0.3	0.0	-3.2	-1.4	-15.3
COc1ccc(Br)cc1CNC(=O)CCN1C(=O)COc2ccccc21	-8.0	12.3	x	0.3	x	-9.2	-1.7	-8.1
